TCR-CD3 inh: blocks the human TCR-CD3 interaction; TAMRA-labeled TCR probe fluorescence, biochemical; inhibition, % at 9.4 µM; actives 0.37% (n = 360,000); AID 651800; in the data active = inhibition above about 19%;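 note: recombinant mutant TCR 2C K166C tagged with TAMRA read by polarization; 0% = receptor in buffer alone and 100% = receptor with positive control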
Rev-erbA mod: modulators of human Rev-erb alpha DNA binding. P20393. Rev-erbα–FITC-DNA binding, fluorescence polarization, 90 min. activity, % at 10 µM. actives 0.79% (n = 370,000);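 active = activity above about 14%, limit read from the data; passing the limit was not always enough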;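 note: 0% = DMSO wells with 35 nM protein and 100% = DMSO wells with 750 nM protein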
PG9 binder: PG9 antibody binding by small molecule | actives 0.43% (n = 360,000) | inhibition, % at 6.7 µM | TR-FRET gp120-PG9 antibody binding; in the data active = inhibition above about 8.5%
UHRF1 binding: UHRF1 methyl-DNA binding inhibition. UHRF1 binding to methylated oligo, TR-FRET. inhibition, % at 4.4 µM. actives 0.75% (n = 370,000). Q96T88; in the data active = inhibition above about 21%;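 note: UHRF1 SRA domain binding a hemimethylated CpG hairpin DNA probe; 0% = median of test compound wells and 100% = reference inhibitor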
Target sequence (Q96T88 whole entry, looked up, the tested form may be a part): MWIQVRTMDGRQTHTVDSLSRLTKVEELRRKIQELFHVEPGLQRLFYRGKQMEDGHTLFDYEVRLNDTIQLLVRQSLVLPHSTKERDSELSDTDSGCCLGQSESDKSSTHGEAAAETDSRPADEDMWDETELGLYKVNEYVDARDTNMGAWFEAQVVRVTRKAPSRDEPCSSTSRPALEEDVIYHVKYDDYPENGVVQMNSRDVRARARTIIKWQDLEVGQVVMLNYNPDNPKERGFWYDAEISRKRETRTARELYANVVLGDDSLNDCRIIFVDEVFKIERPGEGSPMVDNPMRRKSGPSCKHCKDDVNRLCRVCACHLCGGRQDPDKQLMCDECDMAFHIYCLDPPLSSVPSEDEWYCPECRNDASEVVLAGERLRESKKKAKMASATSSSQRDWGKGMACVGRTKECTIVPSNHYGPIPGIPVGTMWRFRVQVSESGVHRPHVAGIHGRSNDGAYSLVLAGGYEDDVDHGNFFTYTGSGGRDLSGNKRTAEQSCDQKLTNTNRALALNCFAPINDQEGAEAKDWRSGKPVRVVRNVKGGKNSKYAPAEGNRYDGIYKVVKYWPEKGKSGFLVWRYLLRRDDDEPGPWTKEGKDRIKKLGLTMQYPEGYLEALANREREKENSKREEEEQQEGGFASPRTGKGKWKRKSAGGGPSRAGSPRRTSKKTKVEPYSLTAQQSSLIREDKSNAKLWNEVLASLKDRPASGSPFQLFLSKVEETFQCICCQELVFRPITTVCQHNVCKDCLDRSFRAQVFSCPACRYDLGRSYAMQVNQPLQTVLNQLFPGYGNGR
MBD2 DNA inh: blocks human MBD2 binding to methylated DNA; AID 686964; actives 0.31% (n = 370,000); Q9UBB5; inhibition, % at 4.4 µM; TR-FRET, MBD2 binding to methylated oligonucleotide; in the data active = inhibition above about 13%
PRMT1 FP inh: PRMT1 (human) inhibition, primary screen; Q99873; recombinant PRMT1, activity-based probe fluorescence polarization; inhibition, % at 2.79 µM; actives 1.3% (n = 370,000);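 active = inhibition above about 21% made by adding two undisclosed values, limit read from the data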
rCAG binder: r(CAG) repeat RNA binding; actives 1.3% (n = 370,000); TO-PRO-1 dye displacement fluorescence; inhibition, % at 3 µM;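 active = inhibition above the plate cutoff, the mean of all test compounds on that plate plus 3 SD, cut at about 35% in these data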;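 note: 0% = DMSO alone and 100% = 100 µM mitoxantrone as full dye displacement; higher means more dye released from RNA so lower well fluorescence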
ABHD4 inh: inhibits mouse alpha/beta hydrolase domain 4 | Q8VD66 | inhibition, % at 8.92 µM | purified mABHD4, FP-Rh probe fluorescence polarization | actives 0.54% (n = 370,000);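 active = inhibition exceeding the mean over every tested compound plus 3 SD, cut at about 30% in these data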;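 note: 0% = plate median of compound wells and 100% = S159A mutant with DMSO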
Target sequence (Q8VD66 whole entry, looked up, the tested form may be a part): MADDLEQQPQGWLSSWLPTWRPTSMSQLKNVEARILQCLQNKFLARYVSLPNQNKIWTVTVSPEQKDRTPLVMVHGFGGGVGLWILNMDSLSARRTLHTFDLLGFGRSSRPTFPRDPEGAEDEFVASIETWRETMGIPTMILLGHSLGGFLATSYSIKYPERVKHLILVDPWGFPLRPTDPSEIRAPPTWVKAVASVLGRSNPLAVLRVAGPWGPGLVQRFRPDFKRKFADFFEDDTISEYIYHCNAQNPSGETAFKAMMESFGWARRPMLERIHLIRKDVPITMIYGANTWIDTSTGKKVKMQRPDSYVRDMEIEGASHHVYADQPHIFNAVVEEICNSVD
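Assay system: wild-type mouse ABHD4 protein; compound: single nominal dose of 8.92 µM, 0.89% DMSO final; schedule: 45 min + 60 min at 25 °C; measured by: FP readout, ex 525 nm / em 598 nm; evaluation: % inhibition of FP-Rh probe binding versus controls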
HTRA1 inh: HTRA1 (human) protease inhibition. actives 0.5% (n = 340,000). Q92743. AID 504803. inhibition, % at 5.96 µM. recombinant HTRA1, FP-rhodamine activity-based probe, fluorescence polarization; in the data active = inhibition above about 36%;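 note: 0% = enzyme with DMSO and 100% = wells lacking enzyme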
LEDGF integ inh: blocks HIV-1 LEDGF/p75-dependent DNA integration | inhibition, % at 3.7 µM | TR-FRET IN-LEDGF/p75 DNA integration, Eu/Cy5 | AID 743269 | actives 0.64% (n = 370,000);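 active = inhibition above the screen-wide mean plus 3 SD, cut at about 13% in these data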;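 note: signal is the Cy5 over europium emission ratio at 671 and 618 nm; 0% = plate median of compound wells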
* marks the source's active call; other numbers are inactive results; x = not tested or not shown.

SMILES	TCR-CD3 inh	Rev-erbA mod	PG9 binder	UHRF1 binding	MBD2 DNA inh	PRMT1 FP inh	rCAG binder	ABHD4 inh	HTRA1 inh	LEDGF integ inh
Cc1sc2nc(CN(C(=O)NCc3ccccc3)C3CCCC3)[nH]c(=O)c2c1C	-4	-4	0.0	-1	6	2	-6	1	-19	-4
CC(C)C(=O)N1CCN(c2cc(N3CCN(C)CC3)c(F)cc2[N+](=O)[O-])CC1	4	3	-1.8	-7	-10	-3	-6	0	2	-1
Cc1ccc(S(=O)(=O)NCCc2cn3nc(C)c(C)nc3n2)cc1C	1	-5	-0.9	-2	0	1	-1	10	9	3
CCOc1ccccc1C(=O)NC(C(=O)N(C)c1c(N)n(Cc2ccccc2)c(=O)[nH]c1=O)C(C)C (configuration not stated)	3	2	1.1	-1	-4	0	4	0	-1	2
O=[N+]([O-])c1ccccc1-c1ccc(C(=S)N2CCCC2)o1	2	-1	-0.3	-2	-4	39*	12	16	5	10
Cc1ccc(NC(=O)c2cc([N+](=O)[O-])ccc2N2CCOCC2)cc1S(=O)(=O)N1CCOCC1	2	1	-2.6	-2	-3	-2	3	-1	6	2
CCCNC(=O)Nc1cc(OCC)c(N2CCOCC2)cc1OCC	1	1	-3.7	0	3	1	-7	6	-2	-4
CCC(C)NC(=O)C(CCSC)NC(=O)c1ccccc1 (configuration not stated)	3	4	1.2	-3	2	1	0	4	-5	0
COc1ccc(/C=N/NC(=O)c2nonc2N)cc1OC	-4	1	-1.2	-1	1	0	-3	-2	-4	2
CCn1c(SCC(=O)NCc2ccc3c(c2)OCO3)nc2c(c1=O)SCC2	1	-4	1.5	1	-3	0	0	4	5	18*
CCn1c(CNC(=O)c2ccccc2Br)nnc1SCC(=O)NC1=NCCS1	-3	4	-0.9	1	4	2	-3	6	6	-4
CC1=C(C(=O)N2CCCCCC2)CC(CC(=O)NC2CCCC2)C(=O)N1CCC1=CCCCC1 (configuration not stated)	2	-2	0.1	1	-6	2	-3	-3	x	2
CC(=O)N(Cc1cccs1)Cc1cc2ccc(C)c(C)c2nc1Cl	-4	6	0.9	-2	1	0	0	0	-16	3
Cc1[nH]n2c(=O)cc(-c3ccc([N+](=O)[O-])cc3)nc2c1-c1ccccc1	4	-3	-2.6	0	-2	-2	91*	48*	40*	3
Cc1ccc(S(=O)(=O)NC(C)(C)CSc2ncccn2)cc1	5	1	-1.4	3	0	0	-4	4	2	2
Cc1nn(CC(=O)Nc2ccc(N(C)C)cc2)c(C)c1[N+](=O)[O-]	-2	2	-3.3	-4	1	-2	1	-4	10	1
CC1CCc2c(sc(NC(=O)c3noc4c3CCCC4)c2C(N)=O)C1 (configuration not stated)	-6	1	0.2	0	5	-2	10	-3	2	4
O=C(NC(=O)c1cccc(Cl)c1)OC[C@@H]1CCCN2CCCCC12 (some centres not stated)	3	-1	2.8	3	5	4	0	0	-2	-2
COc1ccccc1NS(=O)(=O)c1ccc(Cl)c(NC(=O)CN2C(=O)c3ccccc3C2=O)c1	-4	-3	-0.1	2	8	7	10	-16	0	-4
CNS(=O)(=O)c1cnccc1N1CCN(c2cccc(C)c2)CC1	9	1	-2.4	1	-3	0	-6	-3	2	6
CC(=O)Nc1cccc(Nc2ccc(C#N)cc2)c1	-2	-1	-1.7	1	1	0	6	1	x	-3
CC(=O)c1[nH]c(C)c(C(=O)N2CCCC(Nc3cccc(F)c3)C2)c1C (configuration not stated)	-3	-3	-3.0	3	5	2	-3	5	1	2
COc1cc(OC)cc(C(=O)NC(=S)NNC(=O)Cc2cccs2)c1	16	-1	-2.5	1	-1	28*	11	-10	4	3
Nc1ccc(C(=O)Nc2cccc(NC(=O)c3ccc(N)cc3)c2)cc1	6	1	-2.3	1	0	1	0	4	10	-2
O=C(COC(=O)c1ccccc1[N+](=O)[O-])Nc1cc(S(=O)(=O)N2CCOCC2)ccc1N1CCCC1	-1	4	-0.3	4	-3	-3	2	-4	5	13
Cc1ccc(C)c(NC(=O)CSc2nc3nc(-c4cccs4)cc(C(F)(F)F)c3c(=O)[nH]2)c1	13	6	2.9	-1	1	-2	58*	-39	-67	2
Cc1ccc(-n2ccnc(SCC(=O)NC3CCCC3)c2=O)cc1F	8	-2	-1.1	-1	-5	10	-4	3	4	2
Cc1ccccc1C(=O)Nc1ccc(Br)c(C)n1	-2	0	-1.4	4	0	0	-5	-6	-9	-4
Cc1ccc(S(=O)(=O)NCC(C)n2nc(C)nc2C)cc1 (configuration not stated)	-9	6	-0.9	1	-5	5	-2	-3	1	0
COCCCNCCOCCOc1ccc(C)cc1[N+](=O)[O-]	6	1	1.1	2	-3	-5	-1	9	2	0

Entries listed above marked active in LEDGF integ inh.
SMILES	TCR-CD3 inh	Rev-erbA mod	PG9 binder	UHRF1 binding	MBD2 DNA inh	PRMT1 FP inh	ABHD4 inh	HTRA1 inh	LEDGF integ inh
CCn1c(SCC(=O)NCc2ccc3c(c2)OCO3)nc2c(c1=O)SCC2	1	-4	1.5	1	-3	0	4	5	18*

Later entries.
SMILES	TCR-CD3 inh	Rev-erbA mod	PG9 binder	UHRF1 binding	MBD2 DNA inh	PRMT1 FP inh	rCAG binder	ABHD4 inh	HTRA1 inh	LEDGF integ inh
Cc1ccc(S(=O)(=O)N2CCN(C(=O)CSc3nc4ccccc4c(=O)[nH]3)CC2)c(C)c1	1	-4	-1.2	2	3	-3	1	1	3	1
Cc1c(C(=O)N(Cc2ccco2)Cc2cccs2)oc2ccccc12	5	-5	-0.8	3	-1	19	25	0	-20	9
Cc1[nH]c(=S)c(C#N)c(-c2ccccc2)c1C(=O)Nc1ccccc1	0	-3	1.2	3	2	36*	7	-6	-1	-2
COc1ccc2c(C)cc(C)nc2n1	-5	-1	-2.2	3	4	2	0	0	5	-1
Cc1ccc(N(CC(=O)O)C2SC(=O)NC2=O)cc1 (configuration not stated)	5	-1	1.6	-2	1	-2	2	0	0	-2
CCCN1C/C(=C/c2ccc3c(c2)OCO3)C(=O)/C(=C/c2ccc3c(c2)OCO3)C1	7	1	-0.1	-5	4	-1	4	3	7	1
CC(=O)OC[C@@H]1CN(Cc2ccccc2)C[C@H](n2cnc3c(NCc4ccco4)ncnc32)O1	1	-1	-0.6	2	-5	-5	3	-1	x	3
Cc1c(C(=O)NCc2cccc([N+](=O)[O-])c2)sc(=O)n1Cc1ccc(F)cc1	4	3	-2.7	-1	1	-1	1	-4	x	0
N#C/C(=C/c1ccc(C(=O)O)cc1)C(=O)NCc1ccccc1	1	2	-0.4	-1	5	-1	0	1	-3	0
O=C(CSc1ncnc2ccccc12)N1CCCC1	4	-1	-1.1	0	-2	0	1	1	-2	-3
O=C(CN1C(=O)c2ccccc2S1(=O)=O)N1CCc2ccccc2C1	2	-4	0.3	-6	4	3	-3	7	-5	-4
O=C(NC(Cc1c[nH]c2ccccc12)C(=O)Nc1ccc(F)c([N+](=O)[O-])c1)c1cccs1 (configuration not stated)	-1	4	-1.4	-2	1	-1	15	-10	-21	1
CCC(C)NC(=S)N1CCN(C(c2ccccc2)c2ccccc2)CC1 (configuration not stated)	5	4	-0.5	2	-2	-4	-1	-9	-21	-5
OC[C@@H]1CN(Cc2ccco2)C[C@H](n2cnc3c(NC4CCCC4)ncnc32)O1	-5	1	0.1	-1	-1	3	0	-2	x	-1
CCCCn1c2nc3ccccc3nc2c2c(=O)n(CCC)cnc21	-6	8	-1.5	7	-5	-1	1	-2	3	1
COc1ccccc1NC(=O)C(=O)N/N=C(\C)CC(=O)Nc1ccccc1C(F)(F)F	-2	3	-2.0	-1	2	0	5	-16	0	3
CCN(CC)C1=CC(=[N+]2CCCC2)CC(C)(C)C1	-6	2	0.2	10	2	-1	-2	1	-3	-3
COc1cc2sc3ccc(-c4ccc5[nH]ccc5c4)cc3c(=O)c2cc1OC	4	0	-0.2	-3	-1	2	27	-26	-56	0
Cc1ccc(C(=O)NN2CC(O)=C(c3nc(-c4cccc([N+](=O)[O-])c4)cs3)C2=N)cc1	14	-8	1.3	0	2	-3	21	3	-2	2
Cc1ccc2c(c1)C1(C(=O)N2)N2CCCC2C(C(=O)c2ccc3ccccc3c2)C12C(=O)Nc1ccccc12 (configuration not stated)	-2	3	-1.9	1	3	3	4	8	-8	-2
C/C(=N\NC(=O)C(NC(=O)c1ccccc1)C(C)C)c1ccccc1 (configuration not stated)	7	-1	-1.9	-1	0	0	0	2	-2	2
CCOC(=O)[C@]12CCCC=C1N(Cc1cccc3ccccc13)C(=O)[C@H](CC(=O)NCc1ccc(OC)c(OC)c1)C2	-3	5	-0.2	-2	2	3	8	-13	x	3
COc1ccc(C2Nc3ccccc3C(=O)N2Cc2ccco2)cc1COc1ccc(F)cc1 (configuration not stated)	-9	x	2.6	0	5	3	12	-17	-52	1
Nc1nc(NCc2ccccc2)nc(NCCO)c1[N+](=O)[O-]	-12	0	1.7	3	-4	5	0	-4	0	3
Cc1ccccc1C(=O)N1CCC(C(=O)N(C)CCOc2ccccc2)CC1	-4	3	-1.1	-4	-5	0	-8	-6	3	6
COc1ccc(NC(=O)C=C(C)C)cc1Cl	-5	-3	1.6	-1	2	-1	-3	6	-6	3
COc1ccccc1NS(=O)(=O)c1cc(N=N/C(C(=O)Nc2ccc(Cl)cc2)=C(/C)O)ccc1C	5	9	-0.7	-3	-2	-3	10	3	13	0
CC(CCc1ccccc1)NCc1ccncc1 (configuration not stated)	2	0	2.1	0	1	0	-1	-11	2	7
CCN(CC(F)(F)C(F)F)S(=O)(=O)c1ccc(NC(=O)OC)cc1	7	1	-0.5	-1	2	-1	-1	-7	10	0
COc1ccc(CN2CC(=O)N(c3ccccc3OC)C2=S)cc1OC	-1	-2	-2.3	1	-1	-5	0	1	-2	4

Arranged by the number under LEDGF integ inh (lowest first): 3 of the compounds above.
structure,LEDGF integ inh
CCN(CC)C1=CC(=[N+]2CCCC2)CC(C)(C)C1,-3
Nc1ccc(C(=O)Nc2cccc(NC(=O)c3ccc(N)cc3)c2)cc1,-2
Cc1ccc(S(=O)(=O)NCC(C)n2nc(C)nc2C)cc1 (configuration not stated),0

(list continues)
SMILES	TCR-CD3 inh	Rev-erbA mod	PG9 binder	UHRF1 binding	MBD2 DNA inh	PRMT1 FP inh	rCAG binder	ABHD4 inh	HTRA1 inh	LEDGF integ inh
Cn1c(CNS(=O)(=O)c2ccc(Br)cc2)n[nH]c1=S	9	2	-0.7	-1	-2	-2	1	-11	-5	0
COC(=O)C(/C=N/OCc1ccc([N+](=O)[O-])cc1)NC(=O)c1ccccc1 (configuration not stated)	6	-7	0.9	0	-1	-1	0	-1	9	1
CCOC(=O)C1=C(C)Nc2sc(C(=O)c3ccc(F)cc3)c(N)c2C1c1ccc(C(=O)OC)cc1 (configuration not stated)	3	-6	-0.1	1	1	-4	18	-10	4	-2
Cc1ccc2nc(NCCc3ccccc3)c3nncn3c2c1	2	17	0.3	0	-4	-10	2	3	-2	5
S=C(NCCSCc1ccc(Cl)cc1)Nc1ccccc1	2	-2	0.9	2	2	9	0	-12	-32	1
Cc1ccc(NC(=O)CCS(=O)(=O)c2ccc(Br)cc2)nc1	3	-6	0.4	-2	1	-1	1	5	-2	1
O=C1C2CCCN2C(c2ccc(F)cc2)N1c1ccc(Cl)cc1 (configuration not stated)	1	-3	0.3	0	-1	2	4	-4	-4	-4
CCCc1cc(=O)n2[nH]c(SCc3ccc(Cl)cc3)nc2n1	1	5	-1.1	1	5	-4	0	-4	9	1
CC(C)NC(=O)c1ccc(-c2cc(C(F)(F)F)ccc2Cl)o1	-1	3	-0.7	1	2	0	-2	4	1	-2
CCCOc1nc2c(c(=O)n(C)c(=O)n2C)n1Cc1cccc2ccccc12	0	9	0.6	4	-2	-4	-5	5	-2	-1

Source: PubChem BioAssay (several laboratories)

An excerpt; the hit share may differ from the screen's.
